Source: PubChem (several laboratories)
Spn PMK inh: S. pneumoniae PMK inhibition; inhibition, % at 10 µM; purified PMK, PK/LDH-coupled NADH absorbance 340 nm; 65,000 compounds, 0.49% hits;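 active = top-ranked compounds by inhibition in the single 10 µM screen, taking a fixed number of the strongest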;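 note: 0% = full reaction with DMSO carrier and 100% = background rate without enzyme reaction; no value below 0 was filed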
HT1080 viability: cytotoxicity in HT1080 fibrosarcoma cells, cell-based, fluorescence readout (AID 620). HT1080 viability, fluorescence; higher % means a stronger effect. 87,000 compounds, 0.42% hits. cytotoxicity, % at 10 µM, or EC50 in µM where a hit was titrated;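 note: cells exposed to compound overnight then 4 h with Alamar Blue; 0% = vehicle DMSO and 100% = killing control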
Spn MK inh: blocks S. pneumoniae mevalonate kinase | purified MK, PK/LDH-coupled NADH absorbance 340 nm | inhibition, % at 10 µM | 65,000 compounds, 0.48% hits | AID 555;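 active = ranked among the strongest by inhibition in the single 10 µM screen, a fixed top-ranked set picked for dose follow-up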; note: no value below 0 was filed
Spn DPM-DC inh: inhibitors of Streptococcus pneumoniae diphosphomevalonate decarboxylase; calls only at 10 µM; purified DPM-DC, PK/LDH coupled NADH fluorescence; AID 556; 65,000 compounds, 0.49% hits;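 active = the 320 compounds with the highest percent inhibition in the single-dose primary screen, excluding strongly autofluorescent ones, cut at about 32% in these data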;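 note: kinetic rate of NADH fluorescence loss reporting ADP formed by the decarboxylase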
HPDE-C7 cytotoxicity: HPDE-C7 pancreatic duct cell viability loss – fluorescence, HTS (AID 430) | HPDE-C7 pancreatic duct cells viability, fluorescence; higher % means a stronger effect | one-dose cytotoxicity, % at 10 µM; EC50 in µM for titrated hits | 63,000 compounds, 1.8% hits;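 note: cells exposed to compound for 48 hours before viability readout; 0% = vehicle and 100% = reference cytotoxic drug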
TNAP inhibition: inhibition of tissue-nonspecific alkaline phosphatase – biochemical, luminescent (AID 518); one-dose inhibition, % at 20 µM; IC50 in µM for titrated hits; purified TNAP enzyme, luminescent substrate readout; higher % means a stronger effect; 64,000 compounds, 0.09% hits; in the data active = a potency from the dose series; inactive = the rest, 99 in 100 with inhibition below about 22%;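 note: plate controls were vehicle for no effect and reference inhibitor for full effect; many of its hits are not listed in these tables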
Bfl-1 displacement: Bfl-1 inhibitors, primary screen, biochemical, fluorescence polarization, FITC-Bid, mouse (AID 432); FITC-Bid BH3 peptide fluorescence polarization displacement; higher % means a stronger effect; one-dose displacement, % at 20 µM; IC50 in µM for titrated hits; 64,000 compounds, 0.02% hits; in the data active = a potency from the dose series; inactive = the rest, 99 in 100 with displacement below about 15%; note: strong numbers were not always called active
LYP phosphatase: inhibition of human PTPN22 tyrosine phosphatase – biochemical, DiFMUP fluorescence, recombinant catalytic domain, 10 µM, primary screen (AID 606). recombinant LYP catalytic domain, DiFMUP fluorescence; higher % means a stronger effect. one-dose inhibition, % at 10 µM; IC50 in µM for titrated hits. 52,000 tested, under 10 active;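 active = IC50 under 40 µM in the dose-response test; inactive = IC50 of 40 µM or more, or never dose-tested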
KRASV12 cytotoxicity: viability loss of HPDE-C7K cells – cell-based, fluorescence, HTS, primary screen (AID 431) | HPDE-C7K KRASV12 cells, Alamar Blue viability, 48 h; higher % means a stronger effect | cytotoxicity, % at 10 µM, or EC50 in µM where a hit was titrated | 63,000 compounds, 1.7% hits;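 active = compounds whose percent cytotoxicity in the single-dose primary screen, scaled between solvent and toxic-drug controls, exceeds 50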;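 note: 0% = DMSO solvent wells and 100% = doxorubicin-treated wells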
Spn PMK inh pilot replicates: further read-out of Spn PMK inh, marked with its call; inhibition, %; measured here: pilot screen replicates
Spn MK inh pilot replicates: further read-out of Spn MK inh, marked with its call; inhibition, %; measured here: pilot screen replicates
Spn DPM-DC inh pilot screen %: further read-out of Spn DPM-DC inh, marked with its call; inhibition, %; measured here: pilot screen trials
Numbers without * were called inactive; i = inactive; . = not tested or not shown. Cut-off read from the data, not from the text of the source, unless noted: active = cytotoxicity above about 50%; inactive = the rest.

SMILES | Spn PMK inh | HT1080 viability | Spn MK inh | Spn DPM-DC inh | HPDE-C7 cytotoxicity | TNAP inhibition | Bfl-1 displacement | LYP phosphatase | KRASV12 cytotoxicity | others
COc1ccc(Cn2nnnc2C(c2ccccc2)N2CCN(C3CCCC3)CC2)cc1 (stereo unspecified) | 16 | 25% | 8 | i | 3% | 3% | 8% | 10% | 3%
CC(C)N1C(=O)C2C(C(=O)NCc3ccccc3)C3C=CC2(O3)C1C(=O)NC(C)(C)C (stereo unspecified) | 20 | -1% | 0 | i | . | 13% | 2% | . | .
CCOCCCN(C(=O)Cn1nnc2ccccc21)C(C(=O)NCc1ccco1)c1ccncc1 (stereo unspecified) | 0 | -10% | 4 | i | 7% | 3% | 0% | -3% | 5%
C/C(Cl)=C/Cn1c(NCCCn2ccnc2)nc2c1c(=O)[nH]c(=O)n2C | 0 | 12% | 0 | i | -18% | 10% | -4% | 4% | -3%
Cc1nnc2sc(-c3ccc(NC(=O)CSc4ccc(Cl)cc4)cc3)nn12 | 5 | -2% | 4 | i | . | 10% | 1% | -9% | .
Cc1ccc(-c2csc3nnc(SCc4csc(C)n4)n23)cc1 | 11 | -3% | 11 | i | 5% | 4% | -1% | -2% | 0%
COc1ccccc1NC(=O)CN1CCN(CC(=O)Nc2ccc3c(c2)OCO3)CC1 | 6 | 1% | 0 | i | -9% | 12% | 1% | 10% | -1%
O=C(NCc1cccnc1)c1cccc(F)c1 | 5 | -4% | 0 | i | -1% | 2% | -7% | -9% | 1%
CN(CC(=O)NC1CCCCC1)S(=O)(=O)c1cccc2cccnc12 | 0 | -4% | 4 | i | 1% | 7% | 1% | -1% | 6%
O=C(CCn1c(=O)oc2ccccc21)NCc1ccco1 | 0 | -1% | 0 | i | 7% | 18% | -20% | . | 8% | Spn PMK inh pilot replicates=0.0;Spn MK inh pilot replicates=0.0;Spn DPM-DC inh pilot screen %=1.5
Cc1cccc(OCC(O)Cn2c(=N)n(CCN3CCCCC3)c3ccccc32)c1 (stereo unspecified) | 8 | 19% | 1 | i | 43% | -3% | -1% | 8% | 45%
CCOCCCn1c(=N)c(C(N)=S)cc2c(=O)n3cccc(C)c3nc21 | 1 | 8% | 4 | i | 9% | 22% | 7% | -5% | 3%
CCOc1ccc(NC(=O)C2CC(=O)N(C)C(=Nc3ccc4c(c3)OCO4)S2)cc1 (stereo unspecified) | 3 | 5% | 4 | i | -8% | 12% | 0% | . | -2%
Cc1ccc(SCc2cc(=O)n3[nH]c(C)nc3n2)cc1 | 10 | 12% | 3 | i | 9% | 12% | -8% | 8% | 7%
CN1C(=O)c2ccccc2Sc2ccc(NC(=O)NC3CC3)cc21 | 2 | 3% | 10 | i | 0% | 2% | -3% | -3% | -2%
CSc1cnn(-c2ccccc2)c(=O)c1SC | 0 | 0% | 9 | i | 6% | 6% | 0% | . | -9%
Cc1ccc(OCC(=O)n2nc(C)cc2C)c(Br)c1 | 2 | -5% | 8 | i | -10% | -7% | -5% | 22% | 2%
CC(=O)NCCn1c(SCC(=O)c2ccccc2)nc2ccccc2c1=O | 7 | 1% | 0 | i | -12% | -1% | -3% | 6% | -5%
Cn1c(=O)c2c(nc(SCc3cccnc3)n2Cc2ccccc2)n(C)c1=O | 14 | . | 5 | i | -18% | 11% | 0% | 4% | 2%
CCOc1ccccc1NC(=O)c1ccccc1N(C)S(C)(=O)=O | 3 | 0% | 1 | i | 6% | 4% | 3% | 9% | -10%
OC(COc1ccc2c(c1)CCC2)Cn1cnc2ccccc21 (stereo unspecified) | 0 | 6% | 4 | i | 6% | 13% | -5% | -15% | 12%
COc1ccc(C(=O)Cn2nnc(-c3ccccc3NC(=O)C3CC3)n2)cc1 | 8 | 4% | 11 | i | -12% | 6% | -3% | 8% | -26%
O=C(CCS(=O)(=O)c1ccc(Br)cc1)NCc1cccs1 | 0 | -2% | 0 | i | -14% | 0% | 5% | 5% | -27%
CC1CCc2c(sc3nc(SCC(=O)NCc4ccco4)nc(N)c23)C1 (stereo unspecified) | 13 | -18% | 7 | i | 21% | 12% | 5% | . | -14%
O=C(O)CCCC(=O)Nc1ccc(C(=O)N2CCCCC2)cc1 | 10 | 0% | 6 | i | 16% | 3% | -8% | 1% | 8%

Continuation.
SMILES | Spn PMK inh | HT1080 viability | Spn MK inh | Spn DPM-DC inh | HPDE-C7 cytotoxicity | TNAP inhibition | Bfl-1 displacement | LYP phosphatase | KRASV12 cytotoxicity | others
Cn1c(=O)[nH]c(=O)c2c1nc(SCC(=O)Nc1ccccc1)n2Cc1ccccc1 | 2 | 2% | 7 | i | -5% | 12% | 1% | 12% | -3%
Cc1ccnc(-n2sc3ccccc3c2=O)n1 | 0 | . | 23 | i | 3% | 1% | -5% | 6% | 0%
N#CC1(P(=O)(c2ccccc2)c2ccccc2)CC1 | 0 | -4% | 9 | i | 5% | 6% | -5% | 0% | 5%
Cn1c(=O)c2c(ncn2CCCNC2=CC(C)(C)CC(=O)C2)n(C)c1=O | 7 | -3% | 5 | i | -7% | 6% | 6% | 2% | -6%
Cc1cccc(Cn2c(SCCN3CCCCC3)nc3c2c(=O)[nH]c(=O)n3C)c1 | 2 | 4% | 5 | i | -4% | 15% | -4% | 0% | -4% | Spn PMK inh pilot replicates=2.5;Spn MK inh pilot replicates=1.0;Spn DPM-DC inh pilot screen %=0.0
CCOc1ccc(Nc2cc(=O)n(C)c(=O)n2C)cc1 | 6 | 12% | 2 | i | -6% | 14% | -2% | 16% | 0%
CCOCCOc1nc2c(c(=O)n(C)c(=O)n2C)n1CCc1ccccc1 | 14 | 2% | 8 | i | . | . | . | 8% | .
O=C(NCCCn1ccnc1)c1cccnc1 | 3 | 5% | 1 | i | -4% | 14% | -4% | 23% | 20%
CCCNC(=O)C1CN(S(=O)(=O)c2ccccc2)CCN1S(=O)(=O)c1ccccc1 (stereo unspecified) | 3 | 3% | 10 | i | -33% | 8% | -6% | -1% | -2% | Spn PMK inh pilot replicates=6.0;Spn MK inh pilot replicates=0.0;Spn DPM-DC inh pilot screen %=1.5
O=C(C1CCCO1)N1CCN(S(=O)(=O)c2cccc3nsnc23)CC1 (stereo unspecified) | 0 | 0% | 12 | i | 7% | -5% | -4% | 10% | 0%
CCc1ccc(-c2nc(CSCC(=O)NCCCN3CCCC3=O)c(C)o2)cc1 | 3 | -2% | 5 | i | . | . | . | . | .
O=c1/c(=C\c2cccn2-c2ccccc2)sc2nc3ccccc3n12 | 0 | -2% | . | i | -22% | 20% | 14% | . | -17%
COc1ccc(N(CC(=O)NC2CCCC2)C(=O)c2ccc(N3CCCCC3)nc2)cc1 | 7 | -6% | 3 | i | -18% | 4% | -9% | -9% | -14%
O=C(O)C1C2C=CC(C2)C1C(=O)OCC1CCCO1 (stereo unspecified) | 9 | -2% | 12 | i | -17% | 0% | 0% | 5% | -18%
CS(=O)(=O)c1ncc(Cl)c(C(=O)Nc2ccc(N3CCOCC3)cc2)n1 | 21 | 12% | 0 | i | 72%* | 3% | 46% | 3% | 29% | Spn PMK inh pilot replicates=1.0;Spn MK inh pilot replicates=4.0;Spn DPM-DC inh pilot screen %=4.0
C=CCn1nnnc1SCC(=O)Nc1ccccc1C(=O)OC | 13 | -1% | 12 | i | -2% | 18% | -2% | 2% | 6%
O=C(NCc1cccs1)C1CCN(S(=O)(=O)c2ccc3c(c2)OCCO3)CC1 | 7 | 7% | 12 | i | -10% | 3% | -4% | 13% | -6%
CN(C)CCNc1nc2c(c(=O)[nH]c(=O)n2C)n1CC(O)COc1ccc(Cl)cc1Cl (stereo unspecified) | 10 | -1% | 6 | i | -3% | 3% | -4% | 5% | 0%
O=C(Oc1ccc(-c2cn3c(n2)SCC3)cc1)c1ccccc1 | 6 | 8% | 9 | i | -15% | 6% | -4% | 9% | -19%
CC1=C(C(=O)OC(C)C)C(c2cccnc2)n2ncnc2N1 (stereo unspecified) | 4 | -5% | 9 | i | 0% | 8% | -2% | 16% | 11%
N#Cc1nc(-c2ccc(Cl)cc2)oc1NCc1ccco1 | 3 | 6% | 4 | . | 2% | 11% | -2% | 9% | 1%
O=C(c1ccccc1-c1ccccc1)N1CCOCC1 | 7 | -4% | 5 | i | -14% | 5% | -6% | 0% | -3%
S=c1[nH]ncn1/N=C/c1ccc(Br)cc1 | 0 | 30% | 5 | i | -2% | 13% | -9% | 6% | 9%
CC(=O)Nc1sc(N)nc1-c1ccccc1 | 16 | -7% | 14 | i | 4% | 8% | -2% | 3% | -3%
Cc1ccc(NC(=O)CC2NCCNC2=O)cc1 (stereo unspecified) | 8 | 0% | 4 | i | -7% | 7% | -8% | 4% | -6%

The results go on.
SMILES | Spn PMK inh | HT1080 viability | Spn MK inh | Spn DPM-DC inh | HPDE-C7 cytotoxicity | TNAP inhibition | Bfl-1 displacement | LYP phosphatase | KRASV12 cytotoxicity | others
Cc1onc(-c2ccccc2Cl)c1C(=O)Nc1sc2c(c1C#N)CCC2 | 10 | 19% | 14 | i | 13% | -4% | -2% | 1% | 11%
CC1(c2ccc3noc(-c4ccccc4)c3c2)OCCO1 | 6 | 0% | 9 | i | 8% | 11% | -10% | -2% | 2%
O=C(Oc1ccc(OC(=O)c2ccncc2)cc1)c1ccncc1 | 12 | -2% | 5 | i | 2% | -1% | 3% | 9% | -10%
O=C(C1CCN(S(=O)(=O)c2ccc3c(c2)OCCO3)CC1)N1CCc2ccccc21 | 0 | -9% | 4 | i | -12% | 4% | -3% | -6% | -9%
OCCOc1ccc(C2=NCCO2)cc1 | 7 | -4% | 16 | i | -18% | 12% | -9% | 10% | -4%
CC(NC(=O)c1ccc(=O)oc1)c1ccccc1 (stereo unspecified) | 2 | 12% | 8 | i | -10% | 14% | -3% | 12% | -10%
Cc1ccc(-c2c3c(=O)n(C)c(=O)n(C)c3c3c(C)cc(C)nn23)cc1 | 11 | -1% | 6 | i | -10% | 5% | 3% | 3% | 7%
Cc1c(NC(=O)c2c(F)c(F)c(F)c(F)c2F)c(=O)n(-c2ccccc2)n1C | 8 | -2% | 7 | i | -4% | 11% | -5% | 9% | 3%
CCc1c(C)c(C#N)c2nc3ccccc3n2c1NCCN(C)C | 0 | -5% | 0 | i | . | . | . | 9% | .
CSc1ccccc1C(=O)Nc1cccc(N(C)S(C)(=O)=O)c1 | 1 | 6% | 8 | i | 0% | 9% | -8% | 6% | -1%
CCOc1ccc(Br)cc1CC(=O)O | 0 | -1% | 5 | i | 7% | 4% | -2% | 4% | 0%
